UHRF1 MBD2 ctr: human UHRF1 methylated DNA binding inhibitors; inhibition, % at 4.4 µM; UHRF1 binding to methylated oligo, TR-FRET; Q96T88; 370,000 tested, 0.75% active; in the data active = inhibition above about 21%;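 note: UHRF1 SRA domain binding a hemimethylated CpG hairpin DNA probe; 0% = median of test compound wells and 100% = reference inhibitor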
SIAE primary: human SIAE inhibition, primary screen | Q9HAT2 | SIAE FP-Rh probe binding, fluorescence polarization | inhibition, % at 9.66 µM | 370,000 tested, 0.69% active | AID 1053197;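 active = inhibition above a cutoff: mean of compounds within the control limits plus 3 SD of those, cut at about 17% in these data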;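 note: 0% = plate median of compound wells and 100% = probe without SIAE protein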
Target sequence (Q9HAT2 whole entry, looked up): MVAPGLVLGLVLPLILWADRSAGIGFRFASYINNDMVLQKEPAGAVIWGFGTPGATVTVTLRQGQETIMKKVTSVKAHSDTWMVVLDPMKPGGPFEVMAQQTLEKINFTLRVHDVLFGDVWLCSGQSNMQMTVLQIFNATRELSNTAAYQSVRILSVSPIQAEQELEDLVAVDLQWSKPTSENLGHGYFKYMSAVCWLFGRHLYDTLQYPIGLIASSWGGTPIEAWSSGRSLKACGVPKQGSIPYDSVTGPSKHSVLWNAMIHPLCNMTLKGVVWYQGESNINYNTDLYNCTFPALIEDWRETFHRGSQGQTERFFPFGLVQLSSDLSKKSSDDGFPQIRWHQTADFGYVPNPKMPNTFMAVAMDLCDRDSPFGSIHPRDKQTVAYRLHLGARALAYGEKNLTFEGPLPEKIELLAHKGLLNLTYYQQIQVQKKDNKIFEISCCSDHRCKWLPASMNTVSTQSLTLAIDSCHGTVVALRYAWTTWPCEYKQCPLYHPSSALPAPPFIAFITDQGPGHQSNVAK
Tn6 DDE FP: inhibitors of Tn6 peptide binding to human fibrin DD(E). P02675. Fibrin DD(E) TRITC-Tn6 fluorescence polarization displacement. inhibition, % at 8.3 µM. 370,000 tested, 0.21% active. AID 720509;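 active = inhibition above a per-campaign cutoff: mean of compounds within control limits plus 3 SD, cut at about 15% in these data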;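 note: 0% = median of all compound wells on the plate and 100% = blocking peptide control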
TDP2 absorb: blocks human TDP2 phosphodiesterase activity; recombinant TDP2, T5PNP hydrolysis, p-nitrophenol absorbance 415 nm; inhibition, % at 12.8 µM; 370,000 tested, 0.34% active;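 active = inhibition above the mean of all tested compounds plus 3 SD, set per campaign, cut at about 25% in these data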;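 note: 0% = DMSO with enzyme and 100% = buffer with substrate but no TDP2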
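Test system: Human TDP2 enzyme | Reagent: 5 mM T5PNP | Compound dosing: 12.8 µM single point, 1% DMSO | Incubation: Enzyme reaction with compound for 2 h at 37 °C | Technique: p-Nitrophenol epi absorbance | Read-out: % inhibition relative to enzyme-containing and enzyme-free wells | Benchmarks: High control without enzyme, low control DMSO plus TDP2 | Replicates: Singlicate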
PRMT1 FP inh: PRMT1 (human) inhibition, primary screen; Q99873; recombinant PRMT1, activity-based probe fluorescence polarization; inhibition, % at 2.79 µM; 370,000 tested, 1.3% active;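 active = inhibition above about 21% made by adding two undisclosed values, limit read from the data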
Target sequence (Q99873 whole entry, looked up): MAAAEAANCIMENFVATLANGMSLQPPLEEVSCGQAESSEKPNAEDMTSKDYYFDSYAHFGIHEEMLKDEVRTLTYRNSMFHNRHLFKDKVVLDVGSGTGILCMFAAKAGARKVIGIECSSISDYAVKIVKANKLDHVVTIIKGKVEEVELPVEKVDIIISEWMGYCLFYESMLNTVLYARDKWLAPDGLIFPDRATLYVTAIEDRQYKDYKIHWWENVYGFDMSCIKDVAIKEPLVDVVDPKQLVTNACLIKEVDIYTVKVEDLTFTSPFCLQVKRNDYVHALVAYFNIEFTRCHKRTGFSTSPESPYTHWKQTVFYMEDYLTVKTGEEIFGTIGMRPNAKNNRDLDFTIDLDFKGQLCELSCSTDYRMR
TCR CD3 inh: inhibitors of human TCR-CD3 interaction; TAMRA-labeled TCR probe fluorescence, biochemical; inhibition, % at 9.4 µM; 360,000 tested, 0.37% active; in the data active = inhibition above about 19%;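 note: recombinant mutant TCR 2C K166C tagged with TAMRA read by polarization; 0% = receptor in buffer alone and 100% = receptor with positive control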
MBD2 inh: MBD2-methylated oligo binding inhibition; 370,000 tested, 0.31% active; TR-FRET, MBD2 binding to methylated oligonucleotide; inhibition, % at 4.4 µM; in the data active = inhibition above about 13%
LEDGF integ inh: blocks HIV-1 LEDGF/p75-dependent DNA integration | inhibition, % at 3.7 µM | AID 743269 | 370,000 tested, 0.64% active | TR-FRET IN-LEDGF/p75 DNA integration, Eu/Cy5;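 active = inhibition above the screen-wide mean plus 3 SD, cut at about 13% in these data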;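 note: signal is the Cy5 over europium emission ratio at 671 and 618 nm; 0% = plate median of compound wells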
Tn7 DDE FP: DD(E)-Tn7 binding inhibition, primary FP screen; FP displacement of FITC-Tn7 peptide from fibrin DD(E); 0% = median of compound wells per plate; inhibition, % at 8.3 µM; 370,000 tested, 0.13% active;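 active = inhibition above the mean of compounds falling within the control limits plus 3 SD of them, cut at about 14% in these data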;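 note: 0% = plate median of compound wells and 100% = 10 µM Aha-Tn7 peptide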
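Assay system: human fibrin DD(E) protein / Input: 2 µM fibrin DD(E) / Benchmarks: high control of 10 µM Aha-Tn7 peptide / Measured by: fluorescence polarization of the labelled Tn7 tracer / Medium: Tris buffer with calcium and detergent, pH 7.8 / Timing: 10 min compound pre-incubation, 3 h probe incubation at room temperature / Repeats: one replicate per compound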
KLK7 zymogen act: proKLK7 (human) activation, primary screen | purified proKLK7, EDANS-DABCYL substrate fluorescence; 100% is mature enzyme control, 0% vehicle | activation, % at 7 µM | 370,000 tested, 0.9% active | AID 652039;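 active = activation above the mean of all tested compounds plus 3 SD, computed per campaign excluding outliers beyond control limits, cut at about 13% in these data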
The depositor's hits bear a star; nt = not tested or not shown.

Key to letters – A = UHRF1 MBD2 ctr; B = SIAE primary; C = Tn6 DDE FP; D = TDP2 absorb; E = PRMT1 FP inh; F = TCR CD3 inh; G = MBD2 inh; H = LEDGF integ inh; I = Tn7 DDE FP; J = KLK7 zymogen act
> COc1ccc(C(=O)NCCN=C2NS(=O)(=O)c3ccccc32)cc1
  A: -1; B: -5; C: -4; D: 3; E: 4; F: -4; G: 4; H: -2; I: -4; J: -0.2
> COc1ccc(-c2ccc(/C=N/N3C(=O)C4C5C=CC(C6CC56)C4C3=O)o2)c([N+](=O)[O-])c1 (stereo not drawn)
  A: -8; B: 2; C: 2; D: -1; E: -3; F: 16; G: -9; H: -2; I: -1; J: 0.2
> CN(C(=O)COC(=O)c1nc(Cl)c(Cl)c(Cl)c1Cl)C1CCS(=O)(=O)C1 (stereo not drawn)
  A: 4; B: -15; C: -11; D: -7; E: 10; F: -2; G: 1; H: -6; I: 1; J: 0.0
> Cc1ccccc1NC(=O)c1c(-c2ccccc2)noc1C
  A: -2; B: 1; C: -9; D: 3; E: 1; F: -6; G: 4; H: 0; I: -4; J: -0.2
> Cc1cc(C)c2c(CC(=O)NN(C)C)coc2c1
  A: -3; B: -2; C: 0; D: 3; E: 4; F: -4; G: -4; H: 1; I: -2; J: -0.4
> Cc1ccccc1-c1nc2sc(-c3ccccc3)cc2c(=O)o1
  A: 6; B: 0; C: -8; D: 4; E: 1; F: -4; G: 0; H: 0; I: 2; J: -0.2
> Cc1cc2c(OCC(O)CNCc3ccco3)cccc2[nH]1 (stereo not drawn)
  A: 0; B: 8; C: 6; D: -2; E: 1; F: -5; G: 1; H: -1; I: 2; J: -0.2
> Cn1c(=O)oc2cc(S(=O)(=O)NCc3ccc(F)cc3)ccc21
  A: 0; B: -13; C: -2; D: 3; E: 3; F: -4; G: 3; H: 1; I: 7; J: 0.4
> CSc1nc(N)nc2c1ncn2CC(=O)NCCNc1ccc([N+](=O)[O-])cn1
  A: -2; B: -3; C: 2; D: -13; E: -4; F: 2; G: -1; H: 0; I: -6; J: -0.3
> CCN1CCN(C(=S)Nc2cccc(C(F)(F)F)c2)CC1
  A: -3; B: 3; C: 5; D: -4; E: -1; F: 3; G: 0; H: 2; I: 1; J: 0.4

Single entries from above.
MBD2 inh result of CN(C(=O)COC(=O)c1nc(Cl)c(Cl)c(Cl)c1Cl)C1CCS(=O)(=O)C1 (stereo not drawn) stands at 1
UHRF1 MBD2 ctr result of Cc1ccccc1NC(=O)c1c(-c2ccccc2)noc1C stands at -2

Following part.
Key to letters – A = UHRF1 MBD2 ctr; B = SIAE primary; C = Tn6 DDE FP; D = TDP2 absorb; E = PRMT1 FP inh; F = TCR CD3 inh; G = MBD2 inh; H = LEDGF integ inh; I = Tn7 DDE FP; J = KLK7 zymogen act
> Cc1nc(CNC(=O)C2CCC(=O)N(Cc3cccc(F)c3)C2)sc1C (stereo not drawn)
  A: -1; B: -6; C: -1; D: 17; E: 5; F: 1; G: -4; H: -2; I: 1; J: -0.4
> CCc1ccccc1NC(=O)COc1ccc(C(=S)N2CCCC2)cc1
  A: 0; B: -3; C: 1; D: 7; E: 4; F: -2; G: -2; H: 2; I: -8; J: -0.1
> C=CCn1c(SCC(=O)C(C)(C)C)nnc1-c1ccc(Cl)cc1
  A: 1; B: 0; C: -5; D: -10; E: 2; F: nt; G: 0; H: 5; I: -3; J: 0.2
> CCOc1ccc(CCNC(=O)c2ccc(=O)[nH]c2)cc1OCC
  A: 0; B: -4; C: 3; D: -6; E: 1; F: 5; G: 2; H: -3; I: 9; J: 0.0
> COc1ccc(-c2ccnc3c(C#N)cnn23)cc1
  A: 1; B: 5; C: -4; D: 7; E: 0; F: 7; G: -3; H: -3; I: -2; J: 60*
> O=C1c2cccc3cc(Br)cc(c23)C(=O)N1Nc1ccc(Br)cc1
  A: 3; B: 5; C: 4; D: 5; E: -1; F: 0; G: 0; H: -2; I: 0; J: -0.1
> COc1ccc(S(=O)(=O)NC(C)C(=O)NCc2ccncc2)cc1C (stereo not drawn)
  A: 0; B: 1; C: -11; D: 2; E: 3; F: -3; G: 2; H: 0; I: -2; J: 0.7
> CC1(C)CC(=O)C=C(NC2CCCCCC2)C1
  A: 0; B: -1; C: 3; D: -16; E: -1; F: -9; G: -3; H: 3; I: 3; J: 0.4
> COC[C@H]1CCCN1[C@H]1CS(=O)(=O)N[C@@H]1COCc1ccccc1
  A: -1; B: 2; C: -7; D: 4; E: -2; F: 9; G: -5; H: 4; I: 4; J: 0.2
> CCCOc1ccc(C2Nc3cccc4cccc(c34)N2)cc1
  A: -1; B: 17; C: 2; D: 6; E: 4; F: -5; G: 2; H: -7; I: -3; J: 0.5
> O=C1NC(Cc2ccc(O)cc2)c2nc3ccc(Br)cc3c(=O)n2-c2ncccc21 (stereo not drawn)
  A: -3; B: -1; C: 1; D: 11; E: -3; F: 1; G: -7; H: 4; I: -3; J: 0.8
> CCNC(=O)C/C(C)=N/NC(=O)C12CC3CC(CC(C3)C1)C2
  A: -3; B: 5; C: 0; D: -1; E: -2; F: 3; G: -7; H: -1; I: -3; J: 0.0
> Cc1cccc(NC(=O)CSc2nc3ccccc3nc2N2CCCC2)c1C
  A: 1; B: 2; C: 2; D: 6; E: 4; F: -4; G: -2; H: 3; I: 0; J: -0.2
> Fc1ccc(N=C2NN=C(c3cc(F)ccc3F)CS2)cc1
  A: -3; B: 4; C: 2; D: -1; E: 7; F: -3; G: 5; H: 1; I: -2; J: -0.5
> COc1cc2c(cc1OC)C(c1ccccc1O)N(C1CC(=O)N(c3ccccc3)C1=O)CC2 (stereo not drawn)
  A: 4; B: -5; C: 0; D: -2; E: 83*; F: -4; G: 7; H: -1; I: -2; J: 0.3
> CC(C)Cc1cc(C(=O)NCCN2CCOCC2)no1
  A: 4; B: -1; C: 0; D: 8; E: -1; F: -4; G: 2; H: -2; I: 4; J: -1.1
> COc1ccc(N2CCN(C(=O)[C@H](C)NC(=O)c3ccccc3Cl)CC2)cc1
  A: 1; B: 2; C: 4; D: -9; E: 1; F: -3; G: -1; H: -12; I: 0; J: 0.3
> CCCNC(=O)c1ccc(Cn2cc(C(F)(F)F)ccc2=O)cc1
  A: 3; B: -1; C: -6; D: 1; E: 2; F: -8; G: 8; H: -1; I: -3; J: -0.2
> CCOC(=O)c1c(CN2CCCCC2C)oc2ccc(OC)cc12 (stereo not drawn)
  A: 2; B: 1; C: -9; D: -8; E: 1; F: 0; G: 4; H: 0; I: -7; J: 2.3
> CC(C)CC(C(=O)NCc1ccccn1)N1C(=O)c2ccccc2C1=O (stereo not drawn)
  A: 0; B: 4; C: 5; D: 8; E: -4; F: 4; G: -6; H: 4; I: 3; J: 0.2
> Cc1nc(N2CCN(C(=O)c3ccco3)CC2)nc2c1C(=O)CCC2
  A: 1; B: 7; C: -15; D: 5; E: 3; F: -7; G: -6; H: -2; I: 0; J: -0.6
> O=C(N/C(=C/c1ccc(Br)cc1)C(=O)N1CCCC1)c1cccs1
  A: 16; B: 1; C: -4; D: 2; E: 0; F: 5; G: 4; H: 1; I: -11; J: 0.3
> Cc1ccc(CN2CC(C(=O)NC3CCCC(C)C3C)CC2=O)cc1 (stereo not drawn)
  A: 1; B: 3; C: -1; D: 1; E: 4; F: -11; G: -6; H: -1; I: 0; J: 0.1
> COc1ccc(CN2CCC(C)CC2)cc1OCc1ccccc1
  A: 1; B: -2; C: -3; D: -10; E: -9; F: 0; G: -7; H: -1; I: -7; J: 0.4
> COc1ccc(CNC(=O)COC(=O)CCn2c(C)csc2=O)cc1OC
  A: -3; B: -3; C: -4; D: 7; E: 3; F: 1; G: -4; H: 5; I: -7; J: -0.6
> Cc1ccc(NC(=O)COc2coc(CN3CCc4ccccc43)cc2=O)c(C)c1
  A: 2; B: 2; C: 1; D: -7; E: 0; F: 2; G: 0; H: 5; I: -3; J: 0.2
> O=C(COC(=O)/C=C/c1cccc([N+](=O)[O-])c1)Nc1cccnc1Cl
  A: 0; B: 0; C: 12; D: -10; E: -1; F: 4; G: 0; H: 1; I: 3; J: 0.3
> COC(=O)C1=CN(c2ccc(C)cc2)C(N)=C(C#N)C1c1ccccc1F (stereo not drawn)
  A: 0; B: 7; C: -3; D: 7; E: 3; F: -4; G: 2; H: -4; I: 7; J: 0.6
> COc1ccc([C@H]2CC(=O)C=C(c3cccc(Cl)c3)C2)cc1OC
  A: -1; B: 4; C: -11; D: -4; E: -2; F: 2; G: -6; H: 0; I: 12; J: 0.7
> NC(=O)Cn1nnc(-c2ccc(NC(=O)c3ccc(F)cc3)cc2)n1
  A: -4; B: -14; C: 1; D: 4; E: -2; F: 4; G: -5; H: -1; I: -5; J: 1.1
> COc1cccc(CN2CC(C(=O)NCCC3=CCCCC3)CCC2=O)c1 (stereo not drawn)
  A: 0; B: 4; C: 1; D: 16; E: -1; F: 7; G: -3; H: 1; I: 3; J: 0.4
> CC1CC(=O)Nc2ccccc2N1S(=O)(=O)c1ccc(C(F)(F)F)cc1 (stereo not drawn)
  A: 3; B: 2; C: 5; D: 9; E: 0; F: -4; G: 0; H: 0; I: -2; J: 0.0
> COc1cc(C2/C(=C(\O)c3ccc4c(c3)CC(C)O4)C(=O)C(=O)N2CCCn2ccnc2)cc(OC)c1OC (stereo not drawn)
  A: -1; B: -6; C: 6; D: -20; E: 0; F: -3; G: -1; H: 0; I: 3; J: 2.0
> COc1ccc(C(=O)O/N=C(\N)c2ccc(Br)cc2)cc1
  A: 1; B: 3; C: 10; D: 4; E: 2; F: -4; G: -1; H: 2; I: 1; J: -0.3

Grouped by structure: those above containing four or more nitrogen atoms (6)
Key to letters – A = UHRF1 MBD2 ctr; B = SIAE primary; C = Tn6 DDE FP; D = TDP2 absorb; E = PRMT1 FP inh; F = TCR CD3 inh; G = MBD2 inh; H = LEDGF integ inh; I = Tn7 DDE FP; J = KLK7 zymogen act
> CSc1nc(N)nc2c1ncn2CC(=O)NCCNc1ccc([N+](=O)[O-])cn1
  A: -2; B: -3; C: 2; D: -13; E: -4; F: 2; G: -1; H: 0; I: -6; J: -0.3
> COc1ccc(-c2ccnc3c(C#N)cnn23)cc1
  A: 1; B: 5; C: -4; D: 7; E: 0; F: 7; G: -3; H: -3; I: -2; J: 60*
> O=C1NC(Cc2ccc(O)cc2)c2nc3ccc(Br)cc3c(=O)n2-c2ncccc21 (stereo not drawn)
  A: -3; B: -1; C: 1; D: 11; E: -3; F: 1; G: -7; H: 4; I: -3; J: 0.8
> Cc1cccc(NC(=O)CSc2nc3ccccc3nc2N2CCCC2)c1C
  A: 1; B: 2; C: 2; D: 6; E: 4; F: -4; G: -2; H: 3; I: 0; J: -0.2
> Cc1nc(N2CCN(C(=O)c3ccco3)CC2)nc2c1C(=O)CCC2
  A: 1; B: 7; C: -15; D: 5; E: 3; F: -7; G: -6; H: -2; I: 0; J: -0.6
> NC(=O)Cn1nnc(-c2ccc(NC(=O)c3ccc(F)cc3)cc2)n1
  A: -4; B: -14; C: 1; D: 4; E: -2; F: 4; G: -5; H: -1; I: -5; J: 1.1

Screens as filed in PubChem.
